# C-LANA FP: inhibitors of KSHV LANA C-terminal domain DNA binding | MBP-C-LANA/FAM-LBS DNA binding, fluorescence polarization | inhibition, % at 9 µM | 340,000 tested, 0.078% active;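 active means highest replicate inhibition at or above 60% at 9 µM, even if other replicates fall short; inactive means all replicates below 60% inhibition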;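 further: 0% = neutral control wells and 100% = 4 µM acridine orange control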
# SR-BI uptake up: SR-BI HDL lipid transfer activation | CHO ldlA[mSR-BI] cells, DiI-HDL uptake fluorescence, 3 h; 100 = double the neutral-control signal | activation, % at 12.5 µM | 320,000 tested, 0.096% active | AID 504775;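 active means mean replicate activation of at least 60% and every replicate at or above 60%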;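 further: 0% = median plate neutral-control signal and 100% = twice that signal; values of inactives mirror those of a sister screen read the other way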
#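 Test system: SR-BI-overexpressing, LDLR-lacking CHO cells; Also added: labelled HDL, 10 µg/mL; Measured by: bottom-read cell fluorescence after medium removal, ex 550/em 595 nm; Timing: 3 h uptake period with compound, 37 °C; Buffer or medium: F12, 0.5% BSA, 25 mM HEPES; Doses: single compound concentration, delivered by pin transfer.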
# Keap1-Nrf2 PPI: Keap1-Nrf2 (human) interaction inhibition. Keap1 Kelch-Nrf2 peptide fluorescence polarization, 1536-well. 340,000 tested, 0.15% active. inhibition, % at 9.4 µM; in the data active means inhibition above about 12%;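 further: human Keap1 Kelch domain with fluorescein labeled Nrf2 9mer peptide probe; 0% = neutral control wells and 100% = peptide positive control; higher means more block of Keap1 binding to Nrf2 peptide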
# CAL PDZ FP-1: human CAL PDZ-peptide interaction inhibition. Q9HD26. purified CAL PDZ, TMR-peptide fluorescence polarization, 1 h. inhibition, % at 20 µM. 330,000 tested, 0.02% active. AID 504414;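 active means highest replicate inhibition of at least 40%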;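 further: plate controls were DMSO neutral control wells for no effect and unlabeled competitor peptide control wells for full effect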
#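 material = purified tagged CAL PDZ domain construct (CerCALP) | buffer or medium = sodium phosphate/NaCl buffer pH 7.4 with TCEP, IgG, Thesit | reagent = TMR-labelled reporter peptide T*-PRC34 bound in PDZ groove | incubation = 1 h room-temperature incubation prior to read | measured by = fluorescence polarization (mP) | evaluation = percent inhibition from loss of millipolarization | control set = unlabelled peptide and DMSO controls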
# PKA-R2B activ: activators of human PKA-R2B complex. P22694+P31323. PKA-R2B holoenzyme dissociation, Cy5-IP20 fluorescence polarization; R2B truncated from residue 108, S112A mutant; 0% DMSO only, 100% 113 µM cGMP. activation, % at 11.4 µM. 340,000 tested, 0.079% active;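 active means activation above a cutoff set at the mean over all compounds plus 3 SD, cut at about 18% in these data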;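 further: higher means more holoenzyme dissociation and a rise in polarization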
# DAGLB inhibitor: blocks human DAGLB lipase activity; HEK293T DAGLB membrane lysate, EnzChek fluorogenic substrate; inhibition, % at 5.17 µM; 340,000 tested, 0.059% active; in the data active means inhibition above about 34%;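 further: 0% = enzyme with vehicle and 100% = wells lacking enzyme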
# Target sequence (Q8NCG7 whole entry, looked up): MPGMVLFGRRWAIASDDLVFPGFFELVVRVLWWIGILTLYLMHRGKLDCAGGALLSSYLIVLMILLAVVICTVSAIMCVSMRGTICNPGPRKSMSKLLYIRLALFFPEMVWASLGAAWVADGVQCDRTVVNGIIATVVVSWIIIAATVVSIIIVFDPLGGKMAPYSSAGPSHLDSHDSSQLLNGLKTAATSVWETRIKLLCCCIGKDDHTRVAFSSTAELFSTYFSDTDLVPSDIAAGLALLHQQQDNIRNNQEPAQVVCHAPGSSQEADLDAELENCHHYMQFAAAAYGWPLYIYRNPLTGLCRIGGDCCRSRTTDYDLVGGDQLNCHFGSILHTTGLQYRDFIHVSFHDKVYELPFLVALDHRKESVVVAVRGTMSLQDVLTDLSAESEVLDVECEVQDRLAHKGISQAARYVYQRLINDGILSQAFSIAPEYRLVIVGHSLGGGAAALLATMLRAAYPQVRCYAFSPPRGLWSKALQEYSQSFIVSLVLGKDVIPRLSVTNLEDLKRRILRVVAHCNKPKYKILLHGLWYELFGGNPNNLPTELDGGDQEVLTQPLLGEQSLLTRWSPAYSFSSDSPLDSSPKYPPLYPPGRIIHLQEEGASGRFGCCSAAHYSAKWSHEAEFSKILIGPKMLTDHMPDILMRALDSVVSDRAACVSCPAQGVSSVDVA
# Rtt109 Vps75: C. albicans Rtt109 histone acetyltransferase inhibition; purified Rtt109/Vps75, ThioGlo CoA-SH fluorescence, 4 h; inhibition, % at 34.9 µM; 330,000 tested, 0.16% active; AID 540336;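 active means inhibition of at least 50% in every replicate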
# Target sequence (Q5AAJ8 whole entry, looked up): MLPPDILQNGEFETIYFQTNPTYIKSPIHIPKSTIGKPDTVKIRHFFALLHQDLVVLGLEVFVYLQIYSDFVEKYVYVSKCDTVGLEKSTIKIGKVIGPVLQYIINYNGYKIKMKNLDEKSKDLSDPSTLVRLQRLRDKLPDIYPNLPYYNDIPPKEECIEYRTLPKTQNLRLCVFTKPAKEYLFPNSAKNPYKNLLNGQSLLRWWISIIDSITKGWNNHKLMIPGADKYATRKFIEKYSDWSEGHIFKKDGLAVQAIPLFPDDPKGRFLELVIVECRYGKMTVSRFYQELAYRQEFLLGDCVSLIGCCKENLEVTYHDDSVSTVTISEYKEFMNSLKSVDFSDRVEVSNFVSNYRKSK
# cardiac RTF act: cardiac RTF calcium sensitization; P19429+P45379; IANBD-labeled TnC RTF fluorescence at EC20 calcium; 0% EC20 calcium, 100% full calcium; activation, % at 7.2 µM; 340,000 tested, 0.24% active;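 active means activation above the mean over all tested compounds plus 3 SD, cut at about 30% in these data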;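 further: rise in fluorescence read as greater calcium sensitivity of cardiac thin filaments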
# RTF Ca sens inh: cardiac RTF calcium desensitization | P19429+P45379 | 340,000 tested, 0.12% active | inhibition, % at 7.15 µM | IANBD-labeled cardiac RTF, Ca2+ fluorescence;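 active means inhibition above the mean inhibition of all tested compounds plus 3 SD, cut at about 17% in these data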;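 further: assay run at fixed EC70 calcium of 1.6 mM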
# CAL PDZ FP-2: inhibitors of human CAL PDZ peptide binding | Q9HD26 | purified CAL PDZ, TMR-peptide fluorescence polarization, 1 h | inhibition, % at 24.9 µM | 300,000 tested, 0.92% active | AID 602252;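 active means mean inhibition of at least 30% with at least half of replicates also reaching 30%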;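 further: 0% = DMSO neutral control and 100% = excess unlabeled competitor peptide PRC23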
# * = called active by the depositor; nt = not tested or not shown.
item	SMILES	C-LANA FP	SR-BI uptake up	Keap1-Nrf2 PPI	CAL PDZ FP-1	PKA-R2B activ	DAGLB inhibitor	Rtt109 Vps75	cardiac RTF act	RTF Ca sens inh	CAL PDZ FP-2
1	Cc1cccc(OCCC(=O)Nc2ccc(Cl)cc2F)c1	0.2	16.1	2.3	-0.4	-5.7	-5.1	-5.3	-1.7	3.8	-0.4
2	CC(C)Oc1ccc(CNC(=S)N/N=C/c2ccc([N+](=O)[O-])cc2)cc1	0.4	-2.5	2.7	1.2	5.6	-0.7	-2.5	-0.3	-4.5	3.8
3	O=C(COC(=O)c1cc(-c2cccnc2)nc2ccccc12)Nc1ccc(F)cc1F	1.5	-24.9	1.0	-3.5	-1.8	-4.1	-10.8	-5.0	-20.4	3.5
4	CN1CCN(C(=O)C2=C[C@@H](c3ccccc3)C[C@@H](OCc3ccc(CO)cc3)O2)CC1	-0.5	27.1	-4.4	0.5	0.4	1.9	9.1	6.2	-3.0	-3.0
5	CC(C)(CNC(=O)c1cc2ccccc2o1)N1CCOCC1	-0.2	4.7	2.3	-0.3	1.2	-0.3	-12.2	-2.2	-7.6	67.2*
6	C/C(=N\OC(=O)c1cccc(C)c1)c1sc(-c2ccccc2)nc1C	-0.5	-19.4	-0.4	-8.8	-0.7	-1.6	-6.5	2.2	0.2	2.3
7	N/N=C(/Cc1nc2ccccc2[nH]1)c1ccc([N+](=O)[O-])cc1	-0.6	-39.8	-5.7	0.0	-10.4	8.8	0.8	-1.5	-3.5	73.5*
8	COCCn1c(SC(C)C(=O)NC2CC2)nnc1-c1cccc(C)c1 (stereo not drawn)	0.5	-8.5	-7.0	-0.2	5.0	-0.1	0.3	2.4	-15.7	0.3
9	COc1ccccc1C(=O)Nc1ccc(OCC(=O)N2CC(C)OC(C)C2)cc1 (stereo not drawn)	0.4	-21.8	-6.6	-0.6	-0.5	2.1	-11.5	-2.5	1.3	-6.4
10	CCCCCOc1ccc(C2NC(=O)NC2=O)cc1 (stereo not drawn)	1.7	0.9	0.5	-1.5	4.3	-0.9	1.6	2.3	-3.5	-4.1
11	Fc1ccc(COc2ccc(-c3nnco3)cc2)c(Cl)c1	-0.3	-2.3	-1.6	-0.9	-1.6	-2.7	3.9	-8.2	15.2	-2.0
12	O=C(Cc1ccc([N+](=O)[O-])cc1)N1CCc2ccccc2C1	0.0	6.9	0.8	-2.8	-4.7	0.4	-1.9	-3.1	6.2	1.4
13	COc1ccc(NS(=O)(=O)c2c(C)n(C)c(=O)n(C)c2=O)cc1	2.0	-17.2	-0.8	-0.5	0.2	-1.8	0.2	2.4	-5.5	nt
14	O=C(N/C(=C/c1cccc([N+](=O)[O-])c1)C(=O)N1CCOCC1)c1ccccc1Br	-0.6	6.5	-2.2	-3.7	-8.7	2.2	0.6	-5.0	5.0	-4.7
15	c1cc(-n2nnc3cnccc32)ccn1	-1.3	3.5	-2.8	1.4	-6.2	-3.8	nt	0.7	-0.2	5.0
16	CC(C)NC(=O)CSc1nnc(C2CC2)n1-c1ccccc1	-1.5	-20.9	-1.2	-0.3	0.6	1.0	-19.1	-1.0	-3.9	-3.3

# Single records, as listed above:
# O=C(Cc1ccc([N+](=O)[O-])cc1)N1CCc2ccccc2C1 across the screens: C-LANA FP = 0.0; SR-BI uptake up = 6.9; Keap1-Nrf2 PPI = 0.8; CAL PDZ FP-1 = -2.8; PKA-R2B activ = -4.7; DAGLB inhibitor = 0.4; Rtt109 Vps75 = -1.9; cardiac RTF act = -3.1; RTF Ca sens inh = 6.2; CAL PDZ FP-2 = 1.4
# O=C(COC(=O)c1cc(-c2cccnc2)nc2ccccc12)Nc1ccc(F)cc1F across the screens: C-LANA FP = 1.5; SR-BI uptake up = -24.9; Keap1-Nrf2 PPI = 1.0; CAL PDZ FP-1 = -3.5; PKA-R2B activ = -1.8; DAGLB inhibitor = -4.1; Rtt109 Vps75 = -10.8; cardiac RTF act = -5.0; RTF Ca sens inh = -20.4; CAL PDZ FP-2 = 3.5
# COc1ccccc1C(=O)Nc1ccc(OCC(=O)N2CC(C)OC(C)C2)cc1 (stereo not drawn) across the screens: C-LANA FP = 0.4; SR-BI uptake up = -21.8; Keap1-Nrf2 PPI = -6.6; CAL PDZ FP-1 = -0.6; PKA-R2B activ = -0.5; DAGLB inhibitor = 2.1; Rtt109 Vps75 = -11.5; cardiac RTF act = -2.5; RTF Ca sens inh = 1.3; CAL PDZ FP-2 = -6.4

# Other compounds follow:
item	SMILES	C-LANA FP	SR-BI uptake up	Keap1-Nrf2 PPI	CAL PDZ FP-1	PKA-R2B activ	DAGLB inhibitor	Rtt109 Vps75	cardiac RTF act	RTF Ca sens inh	CAL PDZ FP-2
17	O=[N+]([O-])c1ccc(/C=N\NS(=O)(=O)c2ccc(F)cc2)o1	0.0	27.3	-1.5	-2.2	-6.8	0.6	-7.4	0.1	-2.5	-4.1
18	Cc1cccc(N=C2NC(=O)CS2)c1	0.1	13.3	-3.0	-1.0	-5.0	-2.3	-1.7	0.8	-0.8	-0.9
19	Cc1[nH]c2ccccc2c1SCC(=O)N1CCCCC1	1.0	-6.5	-1.1	0.5	-5.1	-6.0	-1.9	-2.6	-20.5	nt
20	Cc1cccc2nc(-c3ccco3)c(Nc3ccc4c(c3)OCO4)n12	-1.6	-20.8	-2.1	0.1	9.2	3.0	11.3	1.5	-13.9	-3.5
21	CN(C)S(=O)(=O)c1cccc(C(=O)OCC(=O)N2c3ccccc3NC(=O)C2(C)C)c1	-0.8	-23.8	-6.1	-1.6	2.1	2.3	-6.7	14.9	0.5	-3.1
22	CC1CN(C(=O)c2ccc([N+](=O)[O-])s2)CC(C)O1 (stereo not drawn)	0.0	4.7	0.1	0.3	-6.7	-2.5	6.1	-2.4	-2.0	0.0
23	COC(=O)c1sccc1NC(=O)Nc1cccc(C(C)=O)c1	-3.3	-56.2	-1.8	-1.2	-12.0	-2.6	27.5	1.7	-2.6	-4.1
24	COC(=O)C1=C(C)N(C)C(=S)NC1c1ccc(OC)cc1OC (stereo not drawn)	-0.1	2.0	0.6	-2.0	-4.9	-0.9	-0.9	-7.1	-5.7	-5.0
25	O=C(CN1C(=O)c2ccccc2C1=O)Oc1ccc(Cl)cc1	nt	4.7	2.2	-0.9	-8.2	-0.9	1.6	-0.6	4.8	2.2
26	CC(=O)Nc1cccc(NC(=S)Nc2cccc3ccccc23)c1	0.1	nt	-3.7	-1.9	0.1	0.8	-0.9	-4.5	6.4	3.3
27	CCCCN1CCN=C1Nc1ccccc1	1.9	-11.6	-3.0	0.6	-10.1	2.6	-2.7	3.0	3.9	-0.6
28	O=C(CNC(=O)c1ccccc1F)OC1CCOC1=O (stereo not drawn)	1.9	12.2	-1.6	-0.4	-1.4	-2.2	-4.9	2.1	0.5	-3.3
29	CC(C)C(C)NC(=O)CSc1nc2scc(-c3ccco3)c2c(=O)n1-c1ccccc1 (stereo not drawn)	0.0	-10.9	2.1	0.6	-2.2	-0.9	6.1	-6.2	-6.6	-3.2
30	CN(C)CC(C)(C)CNS(=O)(=O)c1ccc(OC(F)(F)F)cc1	0.5	22.1	-2.2	-0.9	4.4	0.4	-10.0	1.8	-8.5	6.5
31	C=CC[C@@H](CC(=O)N[C@H](CO)Cc1ccccc1)C(=O)N[C@@H](COC(=O)[C@@H](CC=C)CC(=O)OC(C)(C)C)Cc1c[nH]c2ccccc12	0.3	-19.7	-4.1	0.4	-4.7	-0.6	4.3	3.7	8.9	-3.7
32	O=C(C1CCC1)N1CCN(c2ccc(C(F)(F)F)cc2[N+](=O)[O-])CC1	3.5	-2.4	-0.8	-2.6	-3.3	3.8	2.4	-5.1	-2.3	0.5
33	CCOc1ccc(NC(=O)N[C@@H](Cc2ccccc2)C(=O)O)cc1	-6.9	1.0	-1.3	-0.5	7.5	0.5	-4.6	-3.2	0.0	1.9
34	O=[N+]([O-])c1ccc(N2CCN(S(=O)(=O)Cc3ccccc3)CC2)cc1N1CCOCC1	-0.4	1.0	7.4	-1.1	-10.0	6.2	nt	2.2	3.9	3.4
35	COc1ccccc1CNC(=O)CN1C(=O)c2cccc(N)c2C1=O	2.2	5.6	2.2	-2.8	-7.5	-4.8	-110.0	9.2	-25.2	-6.0
36	O=C(O)c1ccc(N/N=C/c2ccc(OC(=O)c3ccccc3Cl)cc2)cc1	5.1	-4.5	0.6	-1.1	-17.4	3.1	9.4	-10.4	11.9	-3.0
37	O=C(NN1C(=O)C2C(c3ccccc3)C=CC(c3ccccc3)C2C1=O)c1ccncc1 (stereo not drawn)	0.3	0.8	-3.2	-2.2	-7.5	-1.6	nt	2.2	-3.0	-2.4
38	Cc1cc(C2C(C#N)=C(N)SC(N)=C2C#N)c(C)s1	-5.0	15.1	-44.8	-3.3	1.4	-8.1	11.4	41.1*	-96.1	-2.0
39	COc1cc(CNCCN2CCOCC2)ccc1OCc1cccc(Cl)c1	-0.6	8.7	-1.9	-0.7	-1.1	-2.7	8.3	0.2	0.9	0.2
40	Fc1ccccc1OCCSc1nc2ccccc2o1	0.0	16.2	-3.2	0.0	-3.7	-12.2	2.8	-1.7	-1.1	-2.5
41	O=c1cc(-c2ccccc2)nc2nc(COc3ccccc3)[nH]n12	2.9	14.8	-5.0	-0.4	-2.3	3.2	-9.2	-1.4	-6.6	-4.8
42	C[C@]12CC[C@@H]3c4ccc(OC(=O)c5ccccc5)cc4CC[C@H]3[C@@H]1CC[C@@H]2O	-0.2	-29.1	2.6	-0.1	5.8	-0.1	-1.2	1.7	6.4	5.1
43	CCc1ccc(Nc2cnn(-c3nc4ccccc4s3)c(=O)c2Cl)cc1	-1.1	3.0	-1.1	-4.5	1.5	-2.4	-5.9	-1.1	-2.0	-4.6
44	COc1ccc(C(=O)CCC(=O)O)cc1	-1.0	8.6	-0.9	0.4	-6.6	-0.2	15.1	-0.9	3.8	10.7
45	O=C(NC(=S)Nc1cccc2cc(O)ccc12)c1ccco1	1.3	8.6	-5.4	8.6	-1.2	-3.9	-5.7	-2.2	-0.8	-9.7
46	COc1ccccc1/C=C(/C(=O)NCCCn1ccnc1)c1ccccc1	0.1	21.1	-6.2	-2.0	-0.5	1.5	5.9	1.7	-6.2	nt
47	O=C(NC(=S)Nc1ccccc1Br)c1ccc2c(c1)OCO2	-0.9	-4.5	-0.4	-0.6	5.4	-18.1	-0.4	0.1	-0.7	nt
48	Cn1ncc(Cl)c1C(=O)N1CCN(C(=O)c2ccco2)CC1	1.9	29.4	-4.6	-1.9	-0.8	-1.0	-2.3	-9.7	-3.2	-8.7
49	O=C(O)CCC1=C2c3ccccc3CCN2C(=O)CC1	-0.1	14.6	-5.2	-5.4	2.7	-1.1	-2.5	-3.1	-9.9	nt
50	C/C(=N/NC(=O)c1cc(-c2ccc(Br)s2)[nH]n1)c1ccco1	1.6	-1.4	-5.2	-1.7	-7.9	-1.1	16.5	-0.7	-11.3	-0.5

# Assay outcomes (PubChem BioAssay)
